ALOX12 inh = blocks human arachidonate 12S-lipoxygenase; P18054; purified 12hLO, xylenol orange hydroperoxide absorbance; Potency, µM (titrated, usually from 108 µM), inactives show at the highest dose activity change, negative = inhibition, usual class: inhibitors; hit rate 1.1% among 580,000; AID 1671190; also: potency is read from the fitted curve at half-maximal effect; % is scaled to controls: 0 for no effect and ±100 for the full control effect
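Hydroperoxide product was detected by ferrous iron/xylenol orange as the 573 to 405 nm absorbance ratio. Arachidonic acid at 40 uM (final) was turned over for 30 min at room temperature by 150 nM human 12hLO, pH 7.0 Hepes buffer, after 15 min compound preincubation.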
ERG-DNA inh = ERG Ets/DNA interaction inhibition | hit rate 0.028% among 370,000 | fluorescence polarization, His-ERG Ets domain / labelled DNA | AID 624246 | Potency, µM (series often up to 76.9 µM), without a hit: top-dose FP activity, negative = inhibition, hits mostly inhibitors; active = well fitted inhibition curve with a large enough effect in the polarisation, with a control signal flat; inconclusive = small, poorly fitted or top-dose-only effect, or effect the other way, or a change in a side signal; inactive = no such curve, though single readings can be large or run the other way; the % refers to the polarisation;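 also: polarization taken with two DNA probes labelled with fluorescein and Texas red; potency is read from the fitted curve at half-maximal effect; % of control where 0% means no effect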
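His-tagged ERG Ets domain (1 uM in the protein solution; 300mM KCl, 50mM Tris-HCl, 1mM EDTA, 1mM DTT, pH 7.5) received compound, then a probe mix of 5 nM fluorescein-DNA and 100nM Texas-615-DNA. Fluorescence polarization was read for both dyes.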
TRHR agonist = agonists of human TRH receptor | P34981 | TRHR cells, calcium flux fluo-8, FDSS agonist mode | activation, % at 2 µM | hit rate 0.18% among 360,000 | AID 493084; in the data active = activation above about 30%; also: 0% is about no effect
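Agonist-mode FDSS calcium read (Ex 480/Em 530, 1 s cycles) in 1536-well TRHR cells with fluo-8 dye, after 10-cycle baseline and 23 nL compound addition; TRH at EC20 (10 nM final) added afterwards for the enhancer phase.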
Pol iota inh = blocks human DNA polymerase iota activity. AID 588590. Pol iota fluorescent replication assay, 10 min. hit rate 1% among 390,000. Potency, µM (titrated, usually from 115 µM), without a hit: at the top dose activity, negative = inhibition, actives largely listed as inhibitors. Q9UNA4; also: potency is read from the fitted curve at half-maximal effect
Target sequence (Q9UNA4 whole entry, looked up): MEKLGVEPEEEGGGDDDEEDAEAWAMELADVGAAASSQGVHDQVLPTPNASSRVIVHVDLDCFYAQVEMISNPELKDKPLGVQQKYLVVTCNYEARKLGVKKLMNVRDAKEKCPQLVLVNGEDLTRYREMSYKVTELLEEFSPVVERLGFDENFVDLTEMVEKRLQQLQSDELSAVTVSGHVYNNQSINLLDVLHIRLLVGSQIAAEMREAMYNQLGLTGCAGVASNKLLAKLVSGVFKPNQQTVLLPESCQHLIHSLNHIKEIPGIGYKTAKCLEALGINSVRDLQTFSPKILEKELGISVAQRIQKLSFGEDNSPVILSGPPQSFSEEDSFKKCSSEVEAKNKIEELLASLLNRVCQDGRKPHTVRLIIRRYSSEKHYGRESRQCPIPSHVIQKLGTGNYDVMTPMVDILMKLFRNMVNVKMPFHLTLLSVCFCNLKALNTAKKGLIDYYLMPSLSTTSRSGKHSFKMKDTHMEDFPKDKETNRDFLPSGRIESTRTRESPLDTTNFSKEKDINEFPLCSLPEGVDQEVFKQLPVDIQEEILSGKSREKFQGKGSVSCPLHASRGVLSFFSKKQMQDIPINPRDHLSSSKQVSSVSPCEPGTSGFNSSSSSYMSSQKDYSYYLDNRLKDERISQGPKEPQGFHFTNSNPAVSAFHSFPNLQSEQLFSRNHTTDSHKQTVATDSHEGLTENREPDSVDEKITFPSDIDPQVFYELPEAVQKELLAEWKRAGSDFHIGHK
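Fluorescent replication assay read twice, at 0 min and 10 min after adding 50 nM (final) substrate. Enzyme (10 nM) and compounds were first incubated 15 min at room temperature; enzyme-free buffer wells were negative controls.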
POLB inh = blocks human DNA polymerase beta activity; Potency, µM (doses to about 114 µM), for the others: at the highest dose activity change, negative = inhibition, hits mostly inhibitors; P06746; hit rate 1.3% among 340,000; Pol beta primer extension/strand displacement, fluorescence kinetic; also: potency is read from the fitted curve at half-maximal effect; % is scaled to controls: 0 for no effect and ±100 for the full control effect
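Preincubation: enzyme (10 nM) with compound, 15 min, RT. Reaction: substrate added to 50 nM final. Reads: 0 and 10 min. Analysis: normalized, Hill fit.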
Pol kappa inh = blocks human DNA polymerase kappa activity; Q9UBT6; purified Pol kappa, fluorescent DNA synthesis assay, 10 min; Potency, µM (top dose mostly 107 µM), inactives show at the highest dose activity, negative = inhibition, usual class: inhibitors; hit rate 0.53% among 400,000; AID 588579; also: potency is read from the fitted curve at half-maximal effect; % is scaled to controls: 0 for no effect and ±100 for the full control effect
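Pol kappa 10 nM + cpd, 15 min RT; start w/ substrate 50 nM final; fluorescence kinetic read, 0 and 10 min. Neg ctrl: buffer, no enzyme.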
APEX1 inh = APE1 (human) endonuclease inhibition; recombinant APE1, TAMRA/BHQ-2 abasic DNA cleavage fluorescence; Potency, µM (series often up to 65.8 µM), without a hit: top-dose activity change, negative = inhibition, actives largely listed as inhibitors; hit rate 0.35% among 350,000; AID 2517; P27695;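 also: potency is read from the fitted curve at half-maximal effect; plate controls were vehicle for no effect and reference inhibitor for full effect; nearly all actives have a fitted effect of over 55% in size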
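APE1 at 0.75 nM preincubated 15 min at room temperature with compound. Reaction then started with 50 nM double-stranded THF-abasic substrate labelled with TAMRA/BHQ-2, and 525/598 nm fluorescence read kinetically. Activity taken as third-minus-first read difference, normalized to DMSO and NSC13755 controls.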
BLM inh = Bloom syndrome helicase (human) inhibition; P54132; recombinant BLM DNA unwinding, fluorescence dequenching; Potency, µM (doses to about 56.1 µM), for inactives: top-dose activity change, negative = inhibition, usual class: inhibitors; hit rate 0.2% among 350,000; AID 2528;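 also: potency is read from the fitted curve at half-maximal effect; plate controls were vehicle for no effect and no enzyme for full effect; nearly all actives have a fitted effect of over 35% in size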
Apoferritin bind = binds horse apoferritin like a general anesthetic; P02791; apoferritin/1-aminoanthracene competitive binding, fluorescence; Potency, µM (highest dose often 77.5 µM), without a hit: top-dose activity change, negative = displacement, most hits filed as inhibitors; hit rate 0.074% among 350,000; also: potency is read from the fitted curve at half-maximal effect; % is scaled to controls: 0 for no effect and ±100 for the full control effect; nearly all actives have a fitted effect of over 20% in size
Target sequence (P02791 2-175 limits assumed): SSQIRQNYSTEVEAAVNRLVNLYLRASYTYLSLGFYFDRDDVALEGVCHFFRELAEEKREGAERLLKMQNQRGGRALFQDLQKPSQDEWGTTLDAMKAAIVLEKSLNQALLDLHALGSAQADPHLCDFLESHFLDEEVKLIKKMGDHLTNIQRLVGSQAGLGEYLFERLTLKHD
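Read-out: endpoint 1-AMA fluorescence, excitation 380 nm and emission 535 nm, after compounds sit 10 min at room temperature with 10 uM horse-spleen apoferritin in 50% saturated 1-AMA/PBS. Values come from four-parameter Hill fits.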
* = called active by the depositor; u = inconclusive; x = no result given; [ ] = remark or other dose. Unless noted, calls follow the shape of the dose curve; as a rule, active = well fitted curve in the direction sought with a large enough effect; inconclusive = small, poorly fitted or top-dose-only effect, or another doubt; inactive = no such curve, though single readings can be large; an effect the other way counts as inactive or inconclusive.

SMILES | ALOX12 inh | ERG-DNA inh | TRHR agonist | Pol iota inh | POLB inh | Pol kappa inh | APEX1 inh | BLM inh | Apoferritin bind
O=C/C(=C\Nc1ccccn1)c1nc2ccccc2o1 | -19% | -4% | 3.7 | u | 25% | -10% | -3% | 6% | -1%
COc1ccc(CNC(=O)C2CCN(S(=O)(=O)c3ccc4c(c3)NC(=O)C(C)S4)CC2)cc1 (stereo not drawn) | -4% | -5% | 1.8 | -11% | -6% | -6% | 18% | -6% | -10%
CCOC(=O)CNc1cccc(C(F)(F)F)c1 | 6% | 2% | 0.0 | 14% | 10% | -1% | -3% | 0% | u
O=C(Nc1ccc(Cl)cc1)Nc1ccccn1 | 20% | 9% | 0.9 | -5% | -14% | -6% | 31% | -4% | -5%
CSc1ccccc1NC(=O)C1=CC(c2ccc(C)cc2)=NS(=O)(=O)N1C | 13% | 0% | -0.4 | 8% | 1% | 10% | -7% | -8% | u
Cc1nc(/N=C(\N)NC(=O)N2c3ccccc3Sc3ccccc32)nc2ccccc12 | u | 9% | 0.3 | 20% | 23% | 2% | -9% | 6% | -15%
Cc1ccc(C)c(N2CCN(S(=O)(=O)c3ccc4[nH]c5c(c4c3)CCCC5)CC2)c1 | -25% | 1% | -0.4 | -6% | 2% | -7% | x | -15% | -12%
COc1ccc(Br)cc1C(=O)O | 0% | 6% | 0.5 | 10% | 2% | -2% | 8% | 3% | -7%
Cc1cc(-n2c(SCC(=O)NCc3cccs3)nc3n[nH]c(C)c3c2=N)ccc1Cl | -3% | -1% | 0.0 | -16% | u | -2% | -1% | -7% | u
CCNC(=O)c1ccccc1NC(=O)c1cccc(S(=O)(=O)N2CCC(C)CC2)c1 | 163%[activator] | -5% | -0.1 | u | 11% | -7% | 0% | -10% | -9%
CCCCCCCCNCCS(=O)(=O)NC1CCCCC1 | u | -5% | x | -8% | x | 10% | x | x | x
COc1ccc(S(=O)(=O)N2CCCCCC2)cc1NC(=O)CN(C)Cc1ccc2c(c1)OCO2 | -5% | 25% | 0.2 | -35% | x | -10% | -15% | x | x
COc1cc(SC)ccc1C(=O)Nc1ccon1 | -5% | -6% | -0.1 | 7% | -14% | 2% | -1% | 3% | 2%
COc1ccccc1C(=O)Nc1ncc2c(n1)CC(c1ccco1)CC2=O (stereo not drawn) | u | x | -0.6 | 56µM* | 40µM* | -34% | 18µM* | -20% | u
CC(=O)Nc1ccc(S(=O)(=O)N2CCC(N3CCN(Cc4ccc(C)cc4)C(=O)C3=O)CC2)cc1 | u | 11% | 0.1 | 79µM* | 45µM* | -38% | x | -14% | u
COCCN(C/C=C/c1ccccc1)C/C=C/c1ccccc1 | u | 2% | -1.2 | 104%[activator] | -4% | -6% | 8% | 0% | -9%
O=C(CSc1nnc(CCc2nc3ccccc3[nH]2)n1-c1ccccc1)NCc1ccccc1 | 2% | -2% | -0.6 | -8% | 0% | u | 4% | -11% | -5%
COc1ccc(-n2nnnc2SCC(=O)N2CCCc3ccccc32)cc1OC | u | -18% | 0.1 | 25% | -7% | -7% | -11% | -1% | 4%
Cc1ccc(S(=O)(=O)N2c3ccccc3CC2C)cc1 (stereo not drawn) | -4% | 22% | -1.0 | 30% | -10% | -2% | -2% | -5% | 2%
O=C(CN(c1ccccn1)S(=O)(=O)c1ccccc1)Nc1ccccc1 | -3% | 5% | 0.7 | 30% | 3% | -7% | -1% | 3% | 0%
Brc1ccc(CSc2ncn[nH]2)cc1 | 5% | -5% | -0.8 | 3% | 3% | -11% | 5% | -3% | u
O=C(Nc1nc2n(n1)C(c1ccccc1)C=C(c1ccccc1)N2)c1ccccc1 (stereo not drawn) | -25% | 2% | -0.7 | -9% | 3% | -9% | x | -13% | 42%[activator]
CN(C)c1ccc(C(=O)c2ccccc2C(=O)O)c(O)c1 | -12%[57.4 µM] | 7% | 0.7 | 15% | 1% | -7% | 5% | 0% | -20%
CC(=O)Nc1nc(CC(=O)c2ccccc2)cs1 | -1%[57.4 µM] | 14% | 0.2 | 1% | 4% | 10% | -4% | -1% | 3%
Cc1ccc(S(=O)(=O)N2CCC(C(=O)N[C@@H](C)C(=O)Nc3ccc4c(c3)OCO4)CC2)cc1 | -23% | 1% | -1.6 | 17% | -7% | -24% | 2% | -17% | -10%
CC(=O)N(Cc1cccnc1)c1nc2c(F)cc(F)cc2s1 | -20% | 5% | 0.3 | 22% | -24% | -17%[60.1 µM] | x | 2% | -10%
NS(=O)(=O)c1cc2c(cc1Cl)NC(C1CC3C=CC1C3)NS2(=O)=O (stereo not drawn) | -4% | 3% | -0.1 | -26% | 5%[57.1 µM] | -15%[60.1 µM] | u | 6% | x
C=C1CCC[C@]2(C)C[C@H]3OC(=O)C(CNC(C)CCCC(C)C)[C@H]3CC12 (stereo partly drawn) | u | 7% | 0.0 | 95%[activator] | -29% | -8% | -11% | -5% | u
COc1ccc(N(CC(=O)NCCc2ccc(S(N)(=O)=O)cc2)S(=O)(=O)c2c(C)noc2C)cc1 | 1% | -12% | -0.2 | -14% | 12% | 5% | 17% | 0% | -6%
CC1CCCCN1CCCNc1ccc(C(CC(N)=O)NC(=O)Cc2ccc(Cl)cc2)cc1[N+](=O)[O-] (stereo not drawn) | -10% | 9% | 0.1 | -22% | 8% | 1% | 16% | -3% | -11%
O=C(Nc1ccc(-c2nc3ccccc3[nH]2)cc1)c1ccc(N2C(=O)CCC2=O)cc1 | 11% | 1% | -0.4 | 0% | -1% | -14% | 15% | -4% | -11%
CC(=O)Nc1nc(C)c(-c2csc(Nc3cccc(C(C)=O)c3)n2)s1 | 0% | 10% | -0.4 | 36% | 5% | 2% | 1% | -3% | -19%
CCN(CC)CCCNC(=O)Cn1cc2c(n1)CCC(C)C2 (stereo not drawn) | 142%[activator] | -6% | -0.3 | 4% | 23% | -7% | -7% | 1% | 0%
Cc1cccc(N2CCN(c3ccc(N4C(=O)CCCC4=O)cc3[N+](=O)[O-])CC2C)c1 (stereo not drawn) | u | -1% | 0.0 | 18% | -2% | -19% | 1% | -10% | -3%
Clc1ccc(SCCCCN2CCNCC2)cc1 | u | 6% | -0.4 | 21% | 9% | -6%[60.1 µM] | 1% | 0% | -21%
O=C(NCCOc1ccccc1)c1ccc2n[nH]nc2c1 | 198%[activator] | 2% | 0.0 | 31%[activator] | x | 0% | 2% | x | x
COc1ccc(CNc2nc3ccccc3n2CCN2CCOCC2)cc1 | 0% | -2% | -0.3 | -1% | 7% | -9% | 6% | 0% | -4%
CN1C(=O)C(C)(C)c2cc(S(=O)(=O)N3CCC(C(=O)Nc4ccc(Cl)cc4)CC3)ccc21 | -2% | 5% | -1.5 | -15% | 5% | 11% | 43% | 1% | -15%
CC(=O)NC1=NN(C(C)=O)C(C)(c2ccc(Br)cc2)S1 (stereo not drawn) | 1% | -5% | 2.0 | 37% | 24% | 12% | -3% | 0% | -3%
COc1cccc(OC)c1C(=O)Nc1ccc(S(=O)(=O)Nc2cc(C)nc(C)n2)cc1 | -4% | -2% | -0.5 | 9% | 4% | -8% | 2% | -2% | -8%
Cc1cc(N2CCOCC2)nc2ccc(NC(=S)NCCC(C)C)cc12 | u | -8% | -0.2 | 24% | 1% | -6% | -5% | -13% | -13%
CN(Cc1ccccc1)C(=O)CCSc1nc(-c2ccc3c(c2)OCO3)cc(C(F)(F)F)n1 | -2% | 2% | 0.3 | -19% | -1% | -6% | -5% | -1% | -3%
COCCN(C(=O)COC(=O)c1cccc2ccccc12)c1c(N)n(Cc2ccccc2)c(=O)[nH]c1=O | -26% | 0% | 0.2 | 21% | 3% | -12% | 7% | 0% | -10%
NC(=O)C1CCN(C(=O)CCC(=O)c2ccc(F)cc2)CC1 | 0% | 9% | -0.1 | -4% | 20% | -3% | 24% | -2% | -1%
O=C(Nc1cccc(CCc2ccccn2)c1)c1cc(F)c(F)cc1Cl | 3% | 3% | -0.5 | 262%[activator] | 0% | -11% | 3% | -5% | -2%
O=S(=O)(c1ccc(OC(F)(F)F)cc1)N1CCC(O)(c2cccc(C(F)(F)F)c2)CC1 | 30% | -2% | 7.4 | -15% | -22% | 5% | 49% | -12% | 8%
Cc1sc(NC(=S)NC(=O)c2ccc(C(C)(C)C)cc2)c(C#N)c1C | u | -5% | 0.0 | 21% | 0% | -8% | -4% | -2% | -14%
CN1CCN(C(CNC(=O)C(=O)Nc2cccc(Cl)c2)c2ccc3c(c2)OCO3)CC1 (stereo not drawn) | u | -10% | 0.7 | 15% | 28% | -1%[60.1 µM] | x | 2% | u
Cc1ccc(S(=O)(=O)NCC(=O)N(CCc2ccccc2)CC(=O)NCc2ccco2)cc1 | 0% | 0% | -1.6 | 13% | 0% | -9% | 21% | -6% | -17%
CC1(C)C(=O)Nc2ccccc2N1C(=O)CN1C(=O)c2ccccc2C1=O | 2% | 3% | 0.4 | 2% | 1% | -4% | -2% | 1% | -12%
Cc1ccc(C(=O)CNc2cc(C)ccc2C)cc1 | 0% | -3% | 0.3 | -17% | 8% | -7% | -4% | 3% | -8%

An excerpt from above, showing only BLM inh, APEX1 inh and TRHR agonist:
Molecule	BLM inh	APEX1 inh	TRHR agonist
COCCN(C(=O)COC(=O)c1cccc2ccccc12)c1c(N)n(Cc2ccccc2)c(=O)[nH]c1=O	0%	7%	0.2
NC(=O)C1CCN(C(=O)CCC(=O)c2ccc(F)cc2)CC1	-2%	24%	-0.1
O=C(Nc1cccc(CCc2ccccn2)c1)c1cc(F)c(F)cc1Cl	-5%	3%	-0.5

Screening results as filed in PubChem BioAssay.

Some of the compounds tested; count on the stated rates, not on these rows.
